SKN-1 block: blocks SKN-1 activity in C. elegans; C. elegans VP596 Pgst-4::GFP/RFP ratio, acrylamide-induced, 24 h; inhibition, % at 21.8 µM; 360,000 tested, 0.49% active;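 active means interference check ratio from 0.5 to 1.5 plus GFP to RFP signal ratio inhibition reaching or exceeding a fixed threshold, cut at about 30% in these data, passing the limit was not always enough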; further: some compounds called inactive have numbers as strong as hits
DNMT1 inh: DNMT1 (human) enzyme inhibition; P26358; DNMT1 molecular beacon, Hinp1I cleavage, fluorescence; inhibition (reported as % activation of signal), % at 10 µM; 360,000 tested, 0.83% active; AID 588458; in the data active means inhibition above about 50%
SUMO1-SIM PPI: SUMO1-SIM interaction modulation. P63165. SUMO1 binding to a labelled peptide, TR-FRET, 1 h. inhibition, % at 20 µM. 360,000 tested, 0.33% active. AID 602429; in the data active means inhibition above about 37%
Scp-1 inhibitor: Scp-1 (human) phosphatase inhibition; 340,000 tested, 0.88% active; Recombinant Scp1, phosphopeptide, malachite green phosphate absorbance; inhibition, % at 20 µM; Q9GZU7; AID 493091;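 active means inhibition above about 50% at 20 µM, limit read from the data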;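 further: plate controls were DMSO wells with enzyme for no effect and wells lacking enzyme for full effect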
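Material: truncated SCP-1 phosphatase (76-261aa) / Buffer or medium: 50 mM Tris acetate pH 5.5, 0.005% Tween-20, 10 mM MgCl2 / Compound dosing: one concentration, 20 µM, with 1.0% DMSO / Incubation: 45 min room-temperature reaction, 5 min colour, 30 min stabiliser / Detection: colorimetric free-phosphate detection, absorbance 630 nm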
NadD block: NadD (S. aureus) enzyme inhibition; purified NadD enzyme, colorimetric absorbance read-out; inhibition, % at 20 µM; 360,000 tested, 0.78% active; in the data active means inhibition above about 26%; further: some compounds past the cut are filed as inactive
MT1-MMP act inh: inhibitors of human MT1-MMP activation. GFP/RFP ratio change, % at 20 µM. HT1080 RFP-PRO-GFP cells, GFP/RFP ratio fluorescence, overnight; percent of plate control window, DMSO zero. 360,000 tested, 0.061% active. P50281;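 active means GFP/RFP ratio change of at least 30% with cell ATP level not reduced by more than half and red fluorescence within 50% of control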; further: strong numbers were not always called active
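Test system: HT1080 cells expressing an RFP-PRO-GFP fluorescent reporter construct / Compound dosing: single-point 20 µM compound, 1% DMSO / Schedule: cells overnight before dosing, compound overnight, 37 °C, 5% CO2 / Evaluation: GFP/RFP fluorescence ratio / Control set: DMSO and RFP-L50D-GFP cell wells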
Rpn11 inh: Rpn11 (human) deubiquitinase inhibition | O00487 | human 26S proteasome, Ub4-pepOG fluorescence polarization; 20S core pre-blocked with epoxomicin | calls only at 20 µM | 360,000 tested, 0.59% active | AID 588493;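 active means inhibition at 20 µM, scaled to each plate's controls, above about 33%, limit read from the data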
Target sequence (O00487 whole entry, looked up): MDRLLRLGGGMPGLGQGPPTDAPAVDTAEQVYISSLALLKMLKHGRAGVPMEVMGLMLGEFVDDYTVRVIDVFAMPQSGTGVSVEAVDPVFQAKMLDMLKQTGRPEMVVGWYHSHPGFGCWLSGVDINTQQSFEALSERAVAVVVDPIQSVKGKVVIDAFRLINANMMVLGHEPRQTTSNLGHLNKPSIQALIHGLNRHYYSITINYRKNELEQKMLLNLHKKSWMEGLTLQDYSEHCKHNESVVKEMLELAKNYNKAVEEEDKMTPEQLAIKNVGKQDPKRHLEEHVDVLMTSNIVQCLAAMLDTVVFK
CendR NRP1 mod: NRP-1/CendR interaction modulation | O14786 | FAM-RPARPAR peptide binding to NRP-1, fluorescence polarization | inhibition, % at 25 µM | 360,000 tested, 0.85% active | AID 602438;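 active means inhibition or corrected inhibition above about 18%, plus a signal ratio from 0.5 to 1.5, limit read from the data, passing the limit was not always enough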; further: strong numbers were not always called active
LMPTP block: blocks human LMPTP phosphatase; P24666; recombinant LMPTP-A, OMFP fluorogenic substrate, fluorescence intensity; inhibition, % at 20 µM; 360,000 tested, 0.22% active;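 active means compounds that cut the enzyme signal by at least half of the control window in the single-dose screen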;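 further: plate controls were DMSO wells with enzyme plus substrate for no effect and substrate without enzyme for full effect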
Target sequence (P24666 whole entry, looked up): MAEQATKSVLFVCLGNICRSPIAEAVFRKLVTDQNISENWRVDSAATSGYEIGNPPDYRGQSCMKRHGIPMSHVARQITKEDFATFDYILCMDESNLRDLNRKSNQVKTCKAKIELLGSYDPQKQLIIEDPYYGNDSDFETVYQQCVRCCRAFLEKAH
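Buffer or medium: Bis-Tris pH 6.0, DTT, detergent; Assay system: LMPTP-A enzyme; Quantity: 0.625 nM enzyme; Detection: endpoint fluorescence intensity; Times: 50 min dark incubation at room temperature; Controls: substrate-only low control, DMSO enzyme-plus-substrate high control; Doses: single 20 µM dose; Read-out: percent inhibition versus substrate-only and uninhibited controls; Reagent: 400 µM OMFP.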
STEP block: blocks human striatal-enriched tyrosine phosphatase; P54829; recombinant STEP, OMFP fluorogenic substrate, fluorescence; inhibition, % at 20 µM; 360,000 tested, 0.25% active; AID 588621;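 active means inhibition at 20 µM, scaled per plate between control wells, above about 37%, limit read from the data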;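 further: 0% = DMSO with enzyme and substrate and 100% = substrate only without enzyme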
Target sequence (P54829 whole entry, looked up): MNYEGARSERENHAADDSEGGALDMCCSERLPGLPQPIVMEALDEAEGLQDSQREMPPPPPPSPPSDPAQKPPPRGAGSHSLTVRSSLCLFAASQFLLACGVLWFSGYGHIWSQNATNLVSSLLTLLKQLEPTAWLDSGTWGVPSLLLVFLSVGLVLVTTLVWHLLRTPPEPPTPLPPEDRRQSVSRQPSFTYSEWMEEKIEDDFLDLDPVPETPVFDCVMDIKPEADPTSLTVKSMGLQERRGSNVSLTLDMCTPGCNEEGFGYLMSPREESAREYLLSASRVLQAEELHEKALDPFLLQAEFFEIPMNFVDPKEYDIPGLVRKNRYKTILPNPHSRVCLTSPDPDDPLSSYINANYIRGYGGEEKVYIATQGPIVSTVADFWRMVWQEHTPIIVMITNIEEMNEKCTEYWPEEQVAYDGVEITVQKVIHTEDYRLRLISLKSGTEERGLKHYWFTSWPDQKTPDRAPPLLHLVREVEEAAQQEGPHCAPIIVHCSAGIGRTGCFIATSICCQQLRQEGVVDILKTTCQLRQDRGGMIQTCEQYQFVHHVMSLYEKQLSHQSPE
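System: STEP (striatal-enriched tyrosine phosphatase) enzyme, cell-free; medium: Bis-Tris pH 6.0 buffer with DTT, detergent; dosing: 20 µM, 1% DMSO; times: reaction 20 min, ambient temperature; detection: fluorescence, 480/540 nm; read-out basis: normalized % inhibition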
Numbers without * were called inactive; i = inactive; x = not tested or not shown; & = joins results of further samples.

SMILES | SKN-1 block | DNMT1 inh | SUMO1-SIM PPI | Scp-1 inhibitor | NadD block | MT1-MMP act inh | Rpn11 inh | CendR NRP1 mod | LMPTP block | STEP block
CCCCCOc1ccc2oc(=O)c3c(c2c1)CCCN3C(=O)CN1CCCC(C(=O)OCC)C1 (stereo not drawn) | 9 | -8 | -2 | 3 | 10 | -7 | i | -9 | 1.0 | 0
CCOc1cc(OCC)cc(C(=O)O)c1 | -21 | 1 | -4 | -5 | 6 | 1 | i | -6 | -0.7 | -1
CC1=C(C(=O)N2CCCCCC2)CC(CC(=O)NCCCN(C)C)C(=O)N1Cc1ccc(C(C)(C)C)cc1 (stereo not drawn) | -3 | x | 0 | x | 0 | 8 | x | -23 | -2.9 | x
Cc1cc(NC(=O)COC(=O)c2ccccc2S(=O)(=O)N(C)c2ccccc2)no1 | -6 | -1 | 3 | 2 | -4 | 0 | i | -6 | -0.1 | 4
Cc1cc(C(=O)Nc2cccc(S(=O)(=O)N3CCCC3)c2)c2ccccc2n1 | 1 | -9 | -3 | -2 | 0 | 6 | i | 3 | -0.5 | 0
CCOC(=O)Nc1cc(C(=O)OC)cc(C(=O)OC)c1 | 9 | -2 | -3 | -5 | -1 | -5 | i | -1 | -0.1 | 1
COc1cc(C)c(C(C)C)cc1S(=O)(=O)n1ccnc1 | -1 | 28 | -1 | -1 | -1 | 2 | i | 8 | -0.4 | 1
O=C(c1cccnc1)N1CCN(c2c(Cl)cccc2[N+](=O)[O-])CC1 | -4 | 2 | -11 | -10 | 0 | 3 | i | -8 | 0.6 | -4
CCc1ccc(N(CC(=O)NC2CCCC2)S(=O)(=O)c2c(C)noc2C)cc1 | 12 | 8 | 0 | -18 | 0 | -3 | i | 12 | -0.6 | -1
CC1CCN(c2ccc(NC(=O)c3ccccc3[N+](=O)[O-])cc2)CC1 | 8 | -1 | -17 | 3 | 5 | 1 | i | 10 | -1.7 | 2
CCCN1CCC(NC(=O)Nc2cc(Cl)ccc2OC)CC1 | 0 | -5 | 0 | -6 | -4 | 0 | i | 10 | 2.7 | 3
COc1cccc(NC(=O)c2c(C)cc(C)cc2CC(C)(C)C(=O)O)c1 | 2 | 1 | 1 | -11 | 1 | 4 | i | 2 | -1.5 | 1
CC(Sc1nnc(COc2ccc(Cl)cc2)n1-c1ccccc1)C(=O)O (stereo not drawn) | 1 | -1 | 10 | -5 | 6 | 1 | i | -7 | -0.4 | 2
Oc1ccccc1N=Cc1ccc[nH]1 | -19 | -5 | -14 | -5 | -3 | -1 | i | -10 | 0.3 | 1
CC(=O)Nc1ccc(S(=O)(=O)NCCC(=O)OCc2nc(N)nc(Nc3ccccc3C)n2)cc1 | -3 | -2 | 2 | -8 | -5 | -2 | i | -9 | -0.6 | -4
CCn1cc(Cl)c(C(=O)Nc2cccc(CN3CCOCC3)c2)n1 | 11 | 1 | 1 | 1 | 2 | -5 | i | 7 | 1.1 | 0
CC(=O)C1C(=O)CC(c2ccc(Cl)cc2)CC1=O (stereo not drawn) | -1 | -7 | 3 | -11 | -5 | -3 | i | 15 | -0.3 | 0
Cc1noc(-c2ccc(C(F)(F)F)cc2)c1NC(=O)Nc1ccc(Cl)cc1 | 22 | 15 | 1 | -11 | 2 | -8 | i | -4 | 1.6 | 1
CC1CCN(Cc2cc(=O)oc3ccc(C(C)C)cc23)CC1 | 7 | 3 | 4 | -1 | -1 | 0 | i | 16 | -2.4 | 2
CCC(CC)c1nnc(NC(=O)c2ccc([N+](=O)[O-])cc2)s1 | -3 | 3 | -21 | -5 | -3 | -2 | i | 0 | -1.0 | 3
CCOc1ccc(CNc2ccc(N3CCCC3)cc2)cc1 | 10 | -18 | -9 | -3 | 14 | 11 | i | 11 | 8.2 | 2
CCC(C)(C)n1nnnc1C(c1cc2ccc(OC)cc2[nH]c1=O)N1CCN(C2CCCCC2)CC1 (stereo not drawn) | 0 | -4 | -3 | -4 | -6 | -5 | i | -14 | -0.9 | 9
CCN(C(=O)CO/N=C/c1ccc(OC)cc1OC)c1c(N)n(Cc2ccccc2)c(=O)[nH]c1=O | 2 | -1 | -3 | -5 | 15 | 0 | i | 11 | -1.3 | -1
CC(=O)NC(CCS(C)(=O)=O)C(=O)Nc1cc(C)ccc1C (stereo not drawn) | 6 | 4 | -1 | 2 | -5 | -2 | i | 4 | -1.0 | 4
Cc1ccc(NC(=O)COC(=O)c2cc(=O)c3cc(F)ccc3o2)cc1 | 3 | 0 | -5 | -5 | -1 | -5 | i | 7 | -0.3 | 0

Reformatted tab-delimited: entries from further up.
smiles	SKN-1 block	DNMT1 inh	SUMO1-SIM PPI	Scp-1 inhibitor	NadD block	MT1-MMP act inh	Rpn11 inh	CendR NRP1 mod	LMPTP block	STEP block
CCn1cc(Cl)c(C(=O)Nc2cccc(CN3CCOCC3)c2)n1	11	1	1	1	2	-5	i	7	1.1	0
CC(=O)C1C(=O)CC(c2ccc(Cl)cc2)CC1=O (stereo not drawn)	-1	-7	3	-11	-5	-3	i	15	-0.3	0

Remaining list, next part.
SMILES | SKN-1 block | DNMT1 inh | SUMO1-SIM PPI | Scp-1 inhibitor | NadD block | MT1-MMP act inh | Rpn11 inh | CendR NRP1 mod | LMPTP block | STEP block
COCCn1c(SCC(=O)c2ccc(Cl)cc2)nnc1C(C)C | -1 | 4 | 0 | -1 | 9 | 6 | i | -2 | -0.2 | -4
CCCc1cc(O)c2c(C)cc(=O)oc2c1 | 7 | -1 | -2 | -10 | 8 | -6 | i | -9 | 0.2 | 0
N#Cc1ccccc1NC(=O)c1ccccc1OCC(=O)Nc1ccc2c(c1)oc1ccccc12 | 7 | 2 | 2 | 2 | 17 | -2 | i | -14 | 2.8 | 3
C=C1C(=O)OC2C1CCC(C)=CCCC1(C)OC21 (stereo not drawn) | -5 | x | 7 | x | 3 | 12 | x | -1 | 0.5 | x
CC1(CC(=O)N/N=C/c2cc([N+](=O)[O-])c(O)cc2O)OCCO1 | -4 | 69* | -14 | 69* | -3 | 4 | i | 6 | 69* | 14
Cc1cc(C)c2nc(SCC(=O)NCCN3C(=O)CSC3=O)cc(C)c2c1 | 3 | 2 | -3 | -2 | 6 | 2 | i | -2 | 0.1 | 1
O=S(=O)(Nc1ccc(-n2cnnn2)cc1)c1cccs1 | 15 | 7 | 2 | -2 | 5 | 1 | i | -3 | -1.0 | -2
CN(CC(=O)Nc1cccc(F)c1)C(=O)Cc1ccsc1 | -3 | -4 | -22 | x | -1 | 0 | i | 18 | -6.1 | -2
CC(C)N(C(=O)COC(=O)[C@H](C)NC(=O)c1ccco1)c1ccccc1 | 6 | 6 | -3 | -1 | 3 | 3 | i | -1 | -1.3 | 0
CC1(C)CC(=O)C=C(c2ccc(COC(=O)C3CC3)cc2)C1=O | -19 | -1 | -29 | x | -5 | 0 | i | 23 | 1.4 | -2
Cc1nc(N2CCN(c3ccccn3)CC2)c2c(C)c(C(=O)Nc3ccc(F)cc3)sc2n1 | -11 | -4 | -55 | -2 | 6 | -5 | i | 4 | 1.3 | 1
Cc1cccc(-n2c(N)cc(=O)nc2SCC(=O)Nc2cc(C)on2)c1 | -14 | 1 | -6 | 3 | -5 | -1 | i | -7 | -0.3 | -1
CCOC(=O)C(Sc1cc(-c2ccccc2)nc2ncnn12)C(C)=O (stereo not drawn) | 0 | -1 | 1 | -1 | 3 | -23 | i | 2 | -3.6 | 2
O=C(O)C1CCN(C(=O)CSc2nnc3ccccn23)CC1 | 2 | -1 | 1 | -4 | -6 | 4 | i | 9 | -1.0 | -3
CC1(C)CC2(C)OCCN2C(=S)N1 (stereo not drawn) | -11&1 | 1&-1 | 2&1 | 0 | -7&-2 | 4&0 | i | 1&-13 | -1.2&-1.9 | 2&-1
C=C(C)Cn1c2ccc(NC(=O)CCc3cccc(Cl)c3)cc2c(=O)n1C | 8 | 5 | 6 | x | -5 | 1 | i | -6 | 0.3 | 3
CC1CCCC(NC(=O)C2CCC(CNc3c(N4CCCCC4)c(=O)c3=O)CC2)C1C (stereo not drawn) | -13 | 14 | 10 | 0 | 8 | -2 | i | -9 | 0.1 | -2
Cc1ccsc1/C=N/N1CCN(Cc2ccccc2)CC1 | 1 | -1 | -3 | -1 | 10 | 2 | i | 13 | -2.6 | -1
COc1ccc(C2/C(=C(/O)c3ccc(C)cc3)C(=O)C(=O)N2CCCN2CCOCC2)cc1 (stereo not drawn) | -11 | -3 | -1 | -4 | 6 | 0 | i | -4 | -2.1 | 1
Cn1c(Cn2nnc3ccccc32)nnc1SCC(N)=O | 4 | 2 | -5 | -1 | 2 | 8 | i | -5 | -0.4 | -5
CCCc1c(O)c2ccccc2[nH]c1=O | 13 | 4 | -4 | -10 | -2 | -3 | i | 26* | -1.6 | -1
O=C(CN1CCc2cc3c(cc2C1)OCCCO3)Nc1c(F)cccc1F | 12 | -2 | 7 | -6 | -2 | 2 | i | -3 | -0.8 | 2
C=CCn1c(SCCC(=O)O)nnc1-c1cccs1 | -8 | 4 | -2 | 11 | 0 | 1 | i | -5 | 0.3 | 2
CN(c1ccc(C(=O)NCc2cccnc2)cc1)S(=O)(=O)c1ccc(Cl)cc1 | -9 | 0 | 4 | 1 | -2 | 0 | i | -14 | -1.4 | -2
Cc1cc(C(=O)CSc2nnc(N)s2)c(C)n1CCc1ccc(F)cc1 | 2 | -2 | 0 | -3 | 3 | 2 | i | 12 | -1.4 | 2
Next section
SMILES | SKN-1 block | DNMT1 inh | SUMO1-SIM PPI | Scp-1 inhibitor | NadD block | MT1-MMP act inh | Rpn11 inh | CendR NRP1 mod | LMPTP block | STEP block
CCOC(=O)N1CCN(C(=O)c2ccc(CS(=O)(=O)c3ccccc3OC)o2)CC1 | 0 | -1 | -1 | -4 | 2 | 3 | i | 18 | 0.1 | 0
Cc1cc(OC(=O)c2c(C)cc(OC(=O)c3c(C)cc(O)cc3O)cc2O)cc(O)c1C(=O)O | -1 | -26 | 5 | 30 | -1 | 1 | i | -17 | 24 | -8
COc1ccc(S(=O)(=O)N(C)C[C@H]2Oc3ncc(-c4ccncc4)cc3C(=O)N([C@@H](C)CO)C[C@@H]2C)cc1 | -8 | 5 | -1 | x | 4 | 1 | i | -9 | -1.8 | 0
O=C(COc1ccccc1)Nc1ccc(CN2CCCCC2)cc1 | 5 | 4 | 6 | 6 | -5 | 3 | i | 5 | 0.2 | -1
COc1ccc(Cc2c(-c3ccccc3)nc3ccc(Br)cn23)c(C)c1 | 10 | 45 | 6 | x | 16 | -4 | i | -42 | 4.3 | -4
CC(C)C[C@H]1CN([C@@H](CC(C)C)CN2CCC[C@@H]2CN2C(=O)C(=O)NC[C@@H]2Cc2ccccc2)C(=O)C(=O)N1CCc1ccccc1 | -3 | 3 | 7 | 7 | 11 | -3 | i | -3 | -0.3 | 3

Bioassay records from PubChem.
